Pf growth 96h – P. falciparum growth inhibition at 96 hours; P. falciparum luciferase reporter growth, 96 h; Potency, µM (doses to about 28.7 µM), inactives show at the top dose activity change, negative = inhibition, hits mostly inhibitors; 6.9% of 320,000 active; AID 504834; note: potency is the fitted concentration of half-maximal effect; % is set by controls: 0 for no effect and ±100 for the full control effect
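Erythrocytes infected with luciferase-expressing P. falciparum were dispensed at 2% hematocrit and 0.05% parasitemia (final), then incubated with compounds 96 hours at 37 C in 5% CO2. Luminescence after detection reagent addition reported growth.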
AMA1 RON2 block – AMA1-RON2 (P. falciparum) interaction inhibition; AlphaScreen AMA1-biotinylated RON2 peptide binding; Potency, µM (series often up to 58.2 µM), for the others: top-dose activity change, negative = inhibition, usual class: inhibitors; 0.2% of 360,000 active; AID 720542;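 note: potency is the fitted concentration of half-maximal effect; 0% = vehicle wells and -100% = peptide control; nearly all actives have a fitted effect of over 45% in size; some results filed as inactive show a strong effect at the top dose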
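AMA1 (3D7) with his tag at 25 nM final met compounds first, then biotinylated RON2 peptide at 25 nM; detection used donor plus acceptor beads, 10 µg/mL apiece, read by AlphaScreen after 30 min at room temperature.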
Shiga toxin inh – inhibitors of Shiga toxin in Vero cells | Vero cells, Shiga toxin protein synthesis inhibition reporter | AID 2315 | inhibition, % at 38.7 µM | 9.2% of 290,000 active; in the data active = inhibition mostly above about 28%, no sharp cut-off; inactive = mostly below about 43%; note: 0% is about no effect
LmPK inh – blocks Leishmania mexicana pyruvate kinase activity; AID 1721; purified LmPK, Kinase-Glo ATP luminescence, 1 h; 0.37% of 290,000 active; Potency, µM (doses to about 57.5 µM), for the others: top-dose activity change, negative = inhibition, usual class: inhibitors; note: potency is the fitted concentration of half-maximal effect; % is set by controls: 0 for no effect and ±100 for the full control effect
Target sequence (Q27686 whole entry, looked up): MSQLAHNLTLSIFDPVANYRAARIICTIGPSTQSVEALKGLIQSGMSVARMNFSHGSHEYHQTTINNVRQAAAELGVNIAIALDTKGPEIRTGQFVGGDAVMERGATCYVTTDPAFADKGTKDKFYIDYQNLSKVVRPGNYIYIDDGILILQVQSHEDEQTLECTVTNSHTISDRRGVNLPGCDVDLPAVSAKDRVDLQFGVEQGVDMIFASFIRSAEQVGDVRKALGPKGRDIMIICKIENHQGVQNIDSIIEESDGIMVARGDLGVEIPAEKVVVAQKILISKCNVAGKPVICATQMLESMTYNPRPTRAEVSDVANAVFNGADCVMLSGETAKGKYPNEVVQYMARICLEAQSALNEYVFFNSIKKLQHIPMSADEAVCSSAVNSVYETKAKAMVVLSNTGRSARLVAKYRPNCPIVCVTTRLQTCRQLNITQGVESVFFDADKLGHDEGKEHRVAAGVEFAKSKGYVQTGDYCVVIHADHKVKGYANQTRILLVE
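Kinase-Glo luminescence read after 1 h RT reaction of 0.1 nM LmPK with 0.5 mM PEP and 0.1 mM ADP. Activity scaled between uninhibited and enzyme-free controls.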
Pf growth 48h – inhibits P. falciparum growth in the first generation, 48 h; P. falciparum luciferase growth in erythrocytes, 48 h; Potency, µM (top dose mostly 28.7 µM), for the others: at the highest dose activity change, negative = inhibition, hits mostly inhibitors; 5.9% of 310,000 active; AID 504832; note: potency is the fitted concentration of half-maximal effect; % is set by controls: 0 for no effect and ±100 for the full control effect
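Compounds are pin-transferred into medium, infected erythrocytes (2% hematocrit, 0.1% parasitemia final) are added, and plates sit one parasite generation at 37 C in 5% CO2. Detection reagent is then added and luminescence measured.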
Tb PYK inh – blocks Trypanosoma brucei pyruvate kinase. Q57TT1. TbPYK enzyme, Kinase-Glo Plus ATP luminescence, 45 min. Potency, µM (doses to about 76.8 µM), for the others: top-dose activity, negative = inhibition, actives largely listed as inhibitors. 0.12% of 410,000 active; note: potency is the fitted concentration of half-maximal effect; % is set by controls: 0 for no effect and ±100 for the full control effect; nearly all actives have a fitted effect of over 50% in size
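ADP (130 uM final) triggers the TbPYK reaction after compound addition; incubation is 45 min at room temperature. Kinase-Glo Plus is then added and luminescence imaged. Normalized data are fitted to concentration-effect curves.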
CHX counter – counter-screen for Shiga toxin inhibitors: cycloheximide protein synthesis inhibition | AID 2314 | 12% of 300,000 active | max response, % | cell reporter, cycloheximide protein synthesis inhibition counterscreen; in the data active = max response mostly above about 13%, no sharp cut-off; inactive = mostly below about 14%; note: read at 38.3 µM for the half of the compounds with a filed dose; 0% is about no effect
An asterisk follows results filed as active; u = inconclusive; x = not tested or not shown; + = active, no number; & = joins results of further samples; [ ] = remark or other dose. Unless noted, calls come from the whole dose curve; as a rule, active = well fitted curve in the direction sought with a large enough effect; inconclusive = small, poorly fitted or top-dose-only effect, or another doubt; inactive = no such curve, though single readings can be large; an effect the other way counts as inactive or inconclusive.

Screens by letter: A = Pf growth 96h; B = AMA1 RON2 block; C = Shiga toxin inh; D = LmPK inh; E = Pf growth 48h; F = Tb PYK inh; G = CHX counter
CCOCC(=O)N1CCC(Cc2ccccc2)CC1
  A = 8% | B = -20% | C = -8 | D = 3% | E = -9% | F = 1% | G = -2

CCCCC[C@H]1CN(Cc2ccccc2)C(=O)[C@@H]1CC(=O)NCc1ccc(OC)cc1
  A = 38%[activator] | B = -9% | C = -5 | D = 0% | E = -1% | F = 1% | G = -1

O=c1[nH]ncc2c3ccccc3n(Cc3cccc(Cl)c3)c12
  A = 24% | B = -13% | C = -10 | D = -1% | E = u | F = 0% | G = -1

O=C1c2cccc3c(O)ccc(c23)C(=O)N1Cc1ccco1
  A = -19% | B = 3% | C = 17 | D = 11% | E = 2% | F = -6% | G = -2

O=C(O)c1cccc(Nc2ncnc3ccccc23)c1
  A = u | B = -5% | C = -8 | D = -3% | E = 45%[activator] | F = 1% | G = -2

CCC(C(=O)Nc1cccnc1)c1ccccc1 (configuration not stated)
  A = -19% | B = 2% | C = -6 | D = -2% | E = 27% | F = -2% | G = 3

CN(CCC#N)C(=O)COC(=O)/C=C/c1cccs1
  A = -3% | B = -2% | C = 27 | D = -2% | E = 3% | F = 5% | G = 4

CCC(Oc1ccccc1)C(=O)Nc1nnc(S(=O)(=O)N2CCCCC2)s1 (configuration not stated)
  A = 23% | B = 0% | C = -4 | D = -8% | E = 3% | F = -5% | G = 1

CCN(CC(=O)Nc1ccccc1Br)Cc1nc2ccccc2c(=O)[nH]1
  A = 212%[activator] | B = 145%[activator] | C = -4 | D = 0% | E = -5% | F = 1% | G = -2

CCOc1ccc2c(c1)C(c1ccc(C)cc1)=NNC(c1ccc(OC)cc1)=N2
  A = x | B = -11% | C = 34 | D = 2% | E = u | F = -3% | G = 25

CCOC(=O)N1CCN(S(=O)(=O)c2ccc(OC)c(Cl)c2Cl)CC1
  A = x | B = 0% | C = -15 | D = 3% | E = u | F = 6% | G = -2

O=C(Nc1cccc2ccccc12)N1CCN(c2ccccc2)CC1
  A = x | B = 0% | C = -8 | D = -12% | E = 13% | F = -6% | G = -2

CCOC(=O)c1ccc(/[N+]([O-])=C/c2ccccc2)cc1
  A = 194%[activator] | B = u | C = x | D = x | E = 161%[activator] | F = u | G = x

O=C(Nc1ccc(Br)cc1)C1CC=CCC1C(=O)OCC1CCCO1 (configuration not stated)
  A = 23% | B = 10% | C = -15 | D = -1% | E = x | F = 3% | G = 2

O=C(Cn1cc(C(F)(F)F)ccc1=O)N1CCN(S(=O)(=O)c2ccccc2)CC1
  A = u | B = -6% | C = -16 | D = 2% | E = u | F = -3% | G = -4

COc1ccc(C(=O)NC2CCCCC2)cc1S(=O)(=O)N1CCCC1
  A = -14% | B = -1% | C = -5 | D = 0% | E = u | F = -6% | G = 1

C=CCNc1nc(-c2ccccc2)nc(-n2ccnc2)n1
  A = u | B = 1% | C = -8 | D = -2% | E = 13µM* | F = 8% | G = 1

CCOC(=O)c1ccc(NC(=S)NC2CCCC2)cc1
  A = u | B = -5% | C = + | D = 4% | E = 19% | F = -7% | G = 22*

Cc1ccc(C(=O)N2CCC(C)CC2)cc1S(=O)(=O)N1CCCCC1
  A = 51%[activator] | B = 0% | C = -5 | D = -5% | E = u | F = -8% | G = 0

CCCOC(=O)C1C2C=CC(C2)C1C(=O)OCC(=O)c1ccccc1 (configuration not stated)
  A = -6% | B = 14% | C = -1 | D = 6% | E = x | F = -5% | G = -4

CCOC(=O)C1CCCN(S(=O)(=O)c2c(C)[nH]c(C)c2C(=O)N2CCCC2)C1 (configuration not stated)
  A = -3% | B = -5% | C = -2 | D = 6% | E = 11% | F = 0% | G = 5

COc1ccc(N(C(=O)c2snc(C(N)=O)c2N)C(C(=O)NC2CCCC2)c2cccs2)c(OC)c1 (configuration not stated)
  A = 79%[activator] | B = -4% | C = -15 | D = -4% | E = u | F = 4% | G = -2

COc1ccccc1NC(=O)COc1ccccc1
  A = 21% | B = 0% | C = 35 | D = 0% | E = x | F = -3% | G = 17*

O=C(CN1C(=O)NC2(CCCCC2)C1=O)N1CCc2ccccc2C1
  A = 31%[activator] | B = -3% | C = -1 | D = 9% | E = -25% | F = -2% | G = -1

O=C1C=C(c2ccccc2)CC(/C=C/c2ccccc2)C1 (configuration not stated)
  A = -14% | B = 2% | C = -2 | D = 1% | E = 23% | F = 3% | G = 1

Three structures from above, sorted by formula weight, falling:
Screens by letter: A = Pf growth 96h; B = AMA1 RON2 block; C = Shiga toxin inh; D = LmPK inh; E = Pf growth 48h; F = Tb PYK inh; G = CHX counter
CCOC(=O)C1CCCN(S(=O)(=O)c2c(C)[nH]c(C)c2C(=O)N2CCCC2)C1 (configuration not stated)
  A = -3% | B = -5% | C = -2 | D = 6% | E = 11% | F = 0% | G = 5

CCOC(=O)N1CCN(S(=O)(=O)c2ccc(OC)c(Cl)c2Cl)CC1
  A = x | B = 0% | C = -15 | D = 3% | E = u | F = 6% | G = -2

O=C1c2cccc3c(O)ccc(c23)C(=O)N1Cc1ccco1
  A = -19% | B = 3% | C = 17 | D = 11% | E = 2% | F = -6% | G = -2

Other structures.
Screens by letter: A = Pf growth 96h; B = AMA1 RON2 block; C = Shiga toxin inh; D = LmPK inh; E = Pf growth 48h; F = Tb PYK inh; G = CHX counter
COc1ccc(-c2nc(C(N)=O)c3[nH]c(=O)n(-c4cccc(C)c4)c3n2)c(OC)c1
  A = u | B = 126%[activator] | C = -2 | D = 4% | E = u | F = 0% | G = -1

Cc1ccc(-c2nc3cccnc3s2)cc1NS(C)(=O)=O
  A = 116%[activator] | B = 6% | C = 62* | D = -8% | E = 112%[activator] | F = 3% | G = 33*

CC(=O)NC(CCS(C)(=O)=O)C(=O)Nc1cccc(Cl)c1Cl (configuration not stated)
  A = 29% | B = 29% | C = -6 | D = -3% | E = 15% | F = 3% | G = -1

Fc1ccccc1N1CCN(C2CCN(Cc3c[nH]c4ccccc34)CC2)CC1
  A = 3.7µM* | B = 24% | C = 16 | D = 6% | E = x | F = 3% | G = 24

C(=C\c1ccccc1)/CSc1ccccn1
  A = 60%[activator] | B = 64%[activator] | C = 93* | D = -8% | E = 142%[activator] | F = 0% | G = 73*

O=c1oc(-c2cccs2)nc2sc3c(c12)CCCCC3
  A = 32%[activator] | B = 7% | C = 59* | D = -2% | E = 21% | F = -4% | G = 26*

CCOc1ccc(C(=O)COC(=O)c2c(-c3ccccc3)noc2C)cc1
  A = 13% | B = -14% | C = x | D = x | E = u | F = -4% | G = x

CN(CC(=O)NCc1ccncc1)S(=O)(=O)c1ccc(F)cc1
  A = x | B = 11% | C = -25 | D = 0% | E = 13% | F = -4% | G = 2

COCCNC(=O)C(c1ccncc1)N(C(=O)Cn1nnc2ccccc21)c1ccc(OC)cc1 (configuration not stated)
  A = -27% | B = -1% | C = -10 | D = -3% | E = -8% | F = -4% | G = -3

CCNC(=S)NCCC1=c2ccccc2=N/C1=C\c1c(O)n(C)c(=O)n(C)c1=O
  A = -1% | B = -9% | C = -12 | D = 3% | E = 1% | F = u | G = 1

CCOC(=O)C1CCCN(C(=O)CCc2nnc(-c3ccc(C(C)=O)s3)o2)C1 (configuration not stated)
  A = 6% | B = 15% | C = 109* | D = 5% | E = -31% | F = 5% | G = 63*

CCOC(=O)C(=O)NCC(c1cccs1)S(=O)(=O)c1ccc(Cl)cc1 (configuration not stated)
  A = -28% | B = 8% | C = 11 | D = 5% | E = 22% | F = 4% | G = -3

CC(Oc1cccc([N+](=O)[O-])c1)C(=O)NCCC1=CCCCC1 (configuration not stated)
  A = u | B = -4% | C = x | D = x | E = u | F = 2% | G = x

COc1nccnc1NS(=O)(=O)c1ccc(N=Cc2c(C)[nH]n(-c3ccc(C)c(C)c3)c2=O)cc1
  A = 95%[activator] | B = 24% | C = 13 | D = u | E = 44%[activator] | F = -10% | G = -2

Cc1ccc(C(=O)N/N=C/C=C/c2ccccc2)cc1
  A = 1.7µM* | B = 66%[activator] | C = 49 | D = -1% | E = -30% | F = 6% | G = 25*

O=C(COC(=O)CCC(=O)c1ccccc1)Nc1nnc(-c2ccccc2)o1
  A = -26% | B = 51%[activator] | C = x | D = x | E = u | F = 3% | G = x

O=C(CCc1nnc(Cc2ccc3c(c2)OCO3)o1)NC(c1ccccn1)C(F)(F)F (configuration not stated)
  A = u | B = 0% | C = 28 | D = 9% | E = u | F = -10% | G = -2

Cc1cc(C)nc(SCc2cn3ccccc3n2)n1
  A = -4% | B = -6% | C = 27 | D = 1% | E = 21% | F = -1% | G = 22*

O=C(Cn1c(=O)c2cccn2c2ccc(F)cc21)N1CCN(c2ccc(F)cc2)CC1
  A = 3% | B = -3% | C = -5 | D = -5% | E = 2% | F = 8%&8% | G = -9

O=C(Cn1cc2c(n1)CCCC2)N1CCOCC1
  A = 0% | B = 7% | C = 8 | D = 11% | E = x | F = 7% | G = 1

CC(C)C(=O)Nc1cccc(NC(=S)NC(=O)c2ccccc2Cl)c1
  A = 9% | B = 6% | C = 14 | D = 10% | E = 2% | F = 0% | G = 25*

O=C(O)c1cc(S(=O)(=O)NC(CO)C(O)c2ccc([N+](=O)[O-])cc2)ccc1Br (configuration not stated)
  A = u | B = 0% | C = -8 | D = 2% | E = -12% | F = 0% | G = 0

Cc1ccc(C)c(CN2CCC(CNC(=O)Nc3cccc(Cl)c3C)CC2)c1
  A = 1% | B = -2% | C = -24 | D = 0% | E = u | F = 0% | G = -3

Cc1c(C)c2ccc(OCC(=O)N3CC[C@@]4(O)CCCC[C@H]4C3)c(C)c2oc1=O
  A = u | B = 9% | C = -4 | D = 5% | E = -28% | F = -5% | G = -5

COC(=O)c1ccccc1CSc1nsc(C)c1C#N
  A = 16% | B = 24% | C = 3 | D = 5% | E = 29% | F = -23% | G = -3

CCOc1ccc(N2CC(C(=O)Nc3ccccn3)CC2=O)cc1 (configuration not stated)
  A = 6% | B = -9% | C = 1 | D = 5% | E = 19% | F = -7% | G = -2

CCCOC(=O)COC(=O)c1ccccc1NC(=O)c1ccccc1
  A = 62%[activator] | B = 21% | C = 2 | D = -5% | E = -4% | F = 3% | G = -3

Profiles from above.
Entry for CCOC(=O)C1CCCN(C(=O)CCc2nnc(-c3ccc(C(C)=O)s3)o2)C1 (configuration not stated) → Pf growth 96h: 6%; AMA1 RON2 block: 15%; Shiga toxin inh: 109*; LmPK inh: 5%; Pf growth 48h: -31%; Tb PYK inh: 5%; CHX counter: 63*
Entry for CCCOC(=O)COC(=O)c1ccccc1NC(=O)c1ccccc1 → Pf growth 96h: 62%[activator]; AMA1 RON2 block: 21%; Shiga toxin inh: 2; LmPK inh: -5%; Pf growth 48h: -4%; Tb PYK inh: 3%; CHX counter: -3
